TNAP act mid DEA = activates human TNAP at intermediate phosphate acceptor concentration. P05186. purified TNAP, CDP-star luminescence, 100 mM DEA, 30 min; active compounds read high; scale: 0 levamisole-inhibited, 1 vehicle-only enzyme. activation factor at 20 µM. 64,000 tested, under 10 active. AID 813;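 active = activation factor of at least 2 at 20 µM, relative to controls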
Target sequence (P05186 whole entry, looked up): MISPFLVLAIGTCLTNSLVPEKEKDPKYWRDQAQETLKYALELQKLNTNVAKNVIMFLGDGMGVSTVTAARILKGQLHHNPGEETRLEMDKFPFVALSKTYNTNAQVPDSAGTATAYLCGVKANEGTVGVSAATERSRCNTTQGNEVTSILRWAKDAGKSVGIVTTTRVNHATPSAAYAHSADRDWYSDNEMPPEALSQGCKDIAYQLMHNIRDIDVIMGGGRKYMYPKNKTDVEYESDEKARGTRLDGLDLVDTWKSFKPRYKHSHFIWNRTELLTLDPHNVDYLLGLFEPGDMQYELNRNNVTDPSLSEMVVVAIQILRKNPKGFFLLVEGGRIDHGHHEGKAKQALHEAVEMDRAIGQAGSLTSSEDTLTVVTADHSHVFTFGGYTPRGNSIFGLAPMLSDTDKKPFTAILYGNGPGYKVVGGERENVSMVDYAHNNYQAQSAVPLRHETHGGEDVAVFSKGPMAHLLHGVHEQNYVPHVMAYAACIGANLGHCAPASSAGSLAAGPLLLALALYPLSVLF
Hsp90 block = displaces geldanamycin probe from tumor Hsp90. P07900. NCI-N417 lysate Hsp90, Cy3B-geldanamycin FP displacement. inhibition, % at 30 µM. 64,000 compounds, 0.35% hits;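 active = inhibition above 50%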;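 also: 0% = tracer plus lysate wells and 100% = tracer alone without lysate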
DUSP1 inh = inhibitors of human MKP-1 phosphatase; P28562; recombinant MKP-1, OMFP hydrolysis fluorescence; inhibition, %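 (compounds tested at a single concentration somewhere between 10 and 100 µM)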; 65,000 compounds, 0.15% hits; AID 374;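 active = inhibition above about 50%, limit read from the data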;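 also: 0% = DMSO max control wells and 100% = wells with enzyme stopped by NaOH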
FXIIa inh mix = blocks human factor XIIa in pooled compound mixtures; P00748; purified FXIIa, fluorogenic substrate; inhibition, % at 5 µM; 62,000 compounds, 0.2% hits; AID 684; in the data active = inhibition above about 20%, passing the limit was not always enough;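 also: 0% = enzyme without compound and 100% = no enzyme blank; some results filed as inactive read as strong as hits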
Her2 expr inh = inhibitors of human Her2 kinase expression; P04626; SKBR-3 HER2 protein level, AlphaScreen, 18-24 h; active compounds read low; HER2 level % of control, % at 10 µM; 65,000 compounds, 0.69% hits; AID 645;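 active = HER2 level under 5% of the carrier-only control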;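 also: 100% = DMSO carrier and 0% = 500 nM PU-H71 HSP90 inhibitor; lower value means stronger loss of Her2 protein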
SF1 activator = activates the human nuclear receptor SF-1; activation, % at 10 µM; 65,000 compounds, 1.9% hits; CHO-K1 Gal4-SF-1 LBD luciferase reporter; % increase over DMSO SF-1-specific signal; Q13285;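 active = activation above the mean activation of all tested compounds plus 3 SD, cut at about 50% in these data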
Target sequence (Q13285 whole entry, looked up, the tested form may be a part): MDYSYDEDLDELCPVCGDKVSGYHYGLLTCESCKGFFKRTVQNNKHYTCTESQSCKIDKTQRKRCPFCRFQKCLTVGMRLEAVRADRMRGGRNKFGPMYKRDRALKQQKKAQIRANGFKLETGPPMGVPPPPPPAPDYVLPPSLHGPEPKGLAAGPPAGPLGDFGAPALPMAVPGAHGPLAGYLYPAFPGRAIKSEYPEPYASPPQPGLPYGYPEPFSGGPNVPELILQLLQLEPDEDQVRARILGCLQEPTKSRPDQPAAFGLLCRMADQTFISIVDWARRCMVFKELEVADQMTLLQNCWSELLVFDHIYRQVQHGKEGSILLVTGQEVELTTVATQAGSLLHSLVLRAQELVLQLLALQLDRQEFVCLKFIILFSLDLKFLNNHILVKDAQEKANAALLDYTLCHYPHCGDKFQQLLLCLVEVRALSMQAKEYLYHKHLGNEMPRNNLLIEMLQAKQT
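Assay system: CHO-K1 cells co-transfected with Gal4 DBD–human SF-1 LBD, 5xGal4 luciferase reporter; doses: 10 µM only; incubation: 20 h compound exposure at 37 °C after 1 h cell settling; signal: luciferase light emission; evaluation: percent activation versus DMSO; repeats: one test per compound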
Cdc25B inh = human M-phase inducer phosphatase 2 inhibition. P30305. recombinant Cdc25B, OMFP fluorescence Ex485/Em525. inhibition, %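 (compounds tested at 10 µM final in the well)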. 65,000 compounds, 0.1% hits; in the data active = inhibition above about 50%
D1 allo mod = D1 dopamine receptor (human) allosteric modulation; B-score at 10 µM; AID 641; P21728; 58,000 compounds, 5.9% hits; HEK293 D1, CRE-luciferase, dopamine EC30 potentiation; actives deviate in either direction;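 active = luminescence count or its row- and column-corrected plate score outside the 99.7% band of the plate's sample wells, on either side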
RORA act = activators of human nuclear receptor RORA. P35398. CHO-K1 Gal4-RORA LBD luciferase reporter, luminescence; percent increase over mock-subtracted basal signal. activation, % at 10 µM. 65,000 compounds, 1.5% hits;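 active = activation above the mean of all tested compounds plus 3 SD, cut at about 49% in these data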;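 also: 0% = DMSO-treated RORA cells and 100% = added signal equal to DMSO minus mock-transfected cells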
Active calls of the source: *; . = no result given.

1: O=C(NCc1ccco1)NCC(F)(F)F
2: Cc1cccn2c(=O)c3cc(C(=O)NCc4cccnc4)c(=N)n(C)c3nc12
3: C=CCOC(=O)C1=C(C)N=C2SCCC(=O)N2C1c1ccc(OC(=O)c2ccco2)cc1 (configuration not stated)
4: CCC1(C)Cc2ccccc2-c2nc3n(c(=O)c21)CC(C(=O)O)S3 (configuration not stated)
5: CCc1ccccc1NC(=O)c1nnn(CC(=O)Nc2cccc(C)c2)c1N
6: CCN1C(=O)c2cccc3c(NC(=O)c4cccc(N5C(=O)CCC5=O)c4)ccc1c23
7: CCOC(=O)N1CCN(C(=O)c2ccc3c(=O)n(CCc4ccccc4)c(=S)[nH]c3c2)CC1
8: CCC(=O)N1CCc2cc(Br)cc(S(=O)(=O)NCCN3CCCCC3C)c21 (configuration not stated)
entry no.,1,2,3,4,5,6,7,8
TNAP act mid DEA,0.9,0.9,0.9,0.9,0.8,1,1,1
Hsp90 block,-4.5,-4.8,.,-1.4,3.1,-1.9,-1.4,.
DUSP1 inh,-8.0,-21.3,13.0,19.0,-6.0,28.0,8.7,-0.2
FXIIa inh mix,5.7,.,-2.4,5.6,7.3,5.7,0.1,7.2
Her2 expr inh,71.0,196.8,79.0,101.7,100.2,72.7,34.2,74.0
SF1 activator,-5.4,-12.9,10.8,10.4,-9.9,7.9,1.8,-13.1
Cdc25B inh,-1.2,-20.3,-11.1,5.0,5.1,-0.8,-0.7,-5.8
D1 allo mod,-1.05,-0.779,0.13,0.318,1.12,-0.906,-1.56,-0.731
RORA act,-3.4,-6.6,21.4,-24.8,13.9,-2.8,-7.4,11.6

No new results follow: two of the compounds above.
1: O=C(NCc1ccco1)NCC(F)(F)F
2: Cc1cccn2c(=O)c3cc(C(=O)NCc4cccnc4)c(=N)n(C)c3nc12
entry no.,1,2
TNAP act mid DEA,0.9,0.9
Hsp90 block,-4.5,-4.8
DUSP1 inh,-8.0,-21.3
FXIIa inh mix,5.7,.
Her2 expr inh,71.0,196.8
SF1 activator,-5.4,-12.9
Cdc25B inh,-1.2,-20.3
D1 allo mod,-1.05,-0.779
RORA act,-3.4,-6.6

Other results:
9: O=C(COc1ccc(S(=O)(=O)NCc2ccccc2)cc1Cl)N1CCOCC1
10: CCOc1ccc2cc(C#N)c(SCC(=O)N3CCC(C)CC3)nc2c1
11: O=c1c(Cc2ccccc2O)c(O)nc2n1CCCS2
12: CCOc1ccccc1C1NC(=O)NC(C)=C1C(=O)OC1CCCCC1 (configuration not stated)
13: N#Cc1nc(-c2ccc(OCc3ccc(Cl)cc3)cc2)oc1N1CCOCC1
14: CC1CN(c2cc(=O)n(-c3cccc(Br)c3)c(=O)[nH]2)CC(C)O1 (configuration not stated)
15: Cc1cc(NC(=O)Cn2cnc3sc(C)c(-c4ccccc4)c3c2=O)no1
16: Cc1nc2cc(NC(=O)N3c4ccccc4CC3C)ccc2n1C (configuration not stated)
entry no.,9,10,11,12,13,14,15,16
TNAP act mid DEA,0.9,0.8,1,1,1,1,0.9,0.9
Hsp90 block,0.2,-7.2,-1.0,-1.9,5.2,1.6,-3.0,-5.1
DUSP1 inh,-2.9,1.9,0.0,24.8,-16.7,18.5,28.4,7.9
FXIIa inh mix,-1.4,14.0,11.0,-1.3,14.4,1.7,2.6,10.4
Her2 expr inh,105.8,91.8,111.6,61.4,85.1,104.0,82.1,130.6
SF1 activator,2.7,-1.6,6.4,9.3,-1.0,-2.5,-14.1,-3.9
Cdc25B inh,-17.9,1.2,-2.6,4.7,2.4,3.9,-13.1,-11.1
D1 allo mod,-0.598,7.23*,-2.33*,4.2*,-0.819,0.181,.,-2.32
RORA act,-8.8,1.9,-1.7,2.9,5.3,-29.6,-2.4,12.7

Taken from above:
Cdc25B inh, no. 9 reads -17.9
FXIIa inh mix, no. 15 reads 2.6

Other compounds
17: CCC(=O)N(Cc1ccco1)c1nc(-c2cc(OC)ccc2OC)cs1
18: CN1CCN(CC(=O)N(Cc2c(C#N)c3ccccc3n2C)c2ccccc2)CC1
19: CCCCCOC(=O)Cc1c(O)c2ccccc2[nH]c1=O
20: Cc1oc(C(=O)O)cc1CSc1nnc(-c2ccccc2)n1C
21: Cc1ccc(-n2c(=O)[nH]c3c(C(N)=O)nc(CC(C)C)nc32)cc1
22: CN1C(=S)SC(N(O)C(=O)Nc2ccccc2)C1(C)C (configuration not stated)
23: Cc1cc(C)nc(NC2=NCC(=O)N2c2ccc(F)c(Cl)c2)n1
24: O=C1CCCCC1Sc1nnc(Cc2cccs2)n1CCc1ccccc1 (configuration not stated)
entry no.,17,18,19,20,21,22,23,24
TNAP act mid DEA,0.9,1,0.9,0.9,1.1,0.8,0.9,1
Hsp90 block,-0.4,-7.7,-0.7,-12.1,-1.2,-3.2,1.8,-0.5
DUSP1 inh,0.8,2.9,-10.7,13.0,5.8,11.6,22.5,26.8
FXIIa inh mix,1.2,-2.1,12.4,-8.1,5.5,.,5.3,-4.6
Her2 expr inh,72.2,140.3,91.3,94.0,97.4,86.1,88.1,48.8
SF1 activator,-0.5,11.0,5.4,1.9,7.9,13.9,-3.6,-5.6
Cdc25B inh,3.9,2.5,-1.5,-8.0,7.3,-7.3,-2.5,-17.2
D1 allo mod,0.131,-0.261,-0.0466,1.81,7.76*,.,0.0655,0.414
RORA act,-3.7,-11.2,-8.7,12.0,8.1,-10.9,-1.4,-23.0

25: Cn1c(-c2ccc3c(c2)OCO3)cnc1NCc1ccccc1
26: O=C(NC(C(=O)c1ccccc1)N1CCCCC1)c1ccccc1 (configuration not stated)
27: Cc1cnc(-c2nnc(N(C)C(=O)C3CCOC3)s2)cn1 (configuration not stated)
28: CN1C(=O)C(O)(C2COC(C)(C)CC2=O)c2cc(Br)ccc21 (configuration not stated)
29: Cn1cc(C(=O)c2ccc(Cl)cc2)cc1-c1nc2ccccc2n1C
30: O=c1[nH]cnc2cc(Cl)ccc12
31: COc1ccccc1-c1nc(SCC(=O)O)n[nH]1
32: COCCOC(=O)c1cc(C(=O)c2cc(F)ccc2O)coc1=N
entry no.,25,26,27,28,29,30,31,32
TNAP act mid DEA,0.9,0.9,0.8,0.9,1,0.9,1,0.8
Hsp90 block,0.2,-3.0,-2.5,-7.8,-5.8,-4.1,-1.8,-0.9
DUSP1 inh,6.0,1.8,-1.3,3.0,4.4,-16.3,-5.0,1.2
FXIIa inh mix,2.4,11.7,-16.3,1.0,-15.6,5.3,6.6,11.1
Her2 expr inh,54.3,113.2,105.6,64.0,28.9,90.8,96.6,108.8
SF1 activator,67.8*,4.1,0.5,8.4,-28.0,9.2,0.9,4.2
Cdc25B inh,-8.6,-15.7,-7.7,1.2,6.6,-2.3,-3.3,-15.9
D1 allo mod,-3.53,0.888,-0.861,-0.204,0.365,0.191,0.301,1.47
RORA act,9.6,-6.8,-3.8,-17.5,-11.2,5.6,-8.7,3.9

33: Cc1cnc(NC(=O)C(C)N2C(=O)C3CC=CCC3C2=O)s1 (configuration not stated)
34: Cc1onc(-c2c(Cl)cccc2Cl)c1C(=O)NCc1ccco1
35: Cc1cc(C(=O)NCCCN2CCN(C3CCCCC3)CC2)n(-c2ccccc2)n1
36: CN1C(=O)c2cccc3c(S(=O)(=O)NCc4ccco4)ccc1c23
37: N#CC(C(=O)NC1CCCCC1)c1nc2ccccc2nc1N1CCOCC1 (configuration not stated)
38: COc1cc(-c2nnc(COc3ccc4cc(Br)ccc4c3)o2)cc(OC)c1OC
39: CCOc1ccc(C(=O)CN2CCN(S(=O)(=O)c3ccc(Cl)cc3)CC2)cc1
40: Nc1ccnn1Cc1cccnc1
entry no.,33,34,35,36,37,38,39,40
TNAP act mid DEA,1,0.9,0.8,1,0.8,0.9,1,0.9
Hsp90 block,0.7,-0.5,-1.7,48.5,2.5,-1.5,-8.0,-2.6
DUSP1 inh,14.8,10.2,-4.5,10.2,19.3,15.3,-2.3,7.2
FXIIa inh mix,3.6,8.3,2.7,-5.6,4.0,-16.7,2.3,-3.3
Her2 expr inh,106.3,114.9,83.6,76.8,85.8,102.3,73.3,95.2
SF1 activator,-6.1,-7.6,-4.0,-1.3,4.3,14.2,0.3,5.7
Cdc25B inh,1.8,7.1,-8.6,-15.9,7.1,-8.5,-9.1,-7.4
D1 allo mod,.,-1.12,0.0655,0.288,0.395,-0.621,.,-0.467
RORA act,0.6,10.9,-17.3,-5.9,-15.7,23.5,4.0,4.6

41: CCOC(=O)N1CCC(NC(=O)c2cc(C(=O)NC3CCCC3)ccc2CO)CC1
42: Cc1ccc(NC(=O)CCSc2nnc(-c3ccco3)o2)cc1
43: Cc1ccc(C)c(NC(=O)CN(C)S(=O)(=O)c2ccccc2)c1
44: COCCNC(=O)C(c1ccccc1)N(C(=O)Cn1nnc2ccccc21)c1cccnc1 (configuration not stated)
45: COc1ccc(C2(CCN)CC(C)N(C)CC2C)cc1 (configuration not stated)
46: Cc1oc2ncnc(N)c2c1C
47: Fc1ccc2c(Cl)c(-c3nnc(-c4cccs4)o3)sc2c1
48: O=C(CN1C(=O)C2CC=CCC2C1=O)Nc1nccs1 (configuration not stated)
entry no.,41,42,43,44,45,46,47,48
TNAP act mid DEA,0.9,1,0.9,0.9,0.9,0.9,1,0.9
Hsp90 block,0.4,2.2,0.6,-3.5,-5.9,-1.2,1.3,-3.3
DUSP1 inh,3.0,-6.8,-1.9,-6.6,-5.4,-25.1,9.8,26.9
FXIIa inh mix,4.8,1.6,-18.0,2.7,1.4,-0.1,15.7,10.7
Her2 expr inh,93.0,84.3,109.5,155.7,125.5,60.7,64.1,73.2
SF1 activator,-0.2,0.8,-1.9,4.0,-9.8,19.6,36.5,3.6
Cdc25B inh,-8.1,35.4,-6.1,-1.5,6.3,-1.8,9.4,-3.8
D1 allo mod,-0.0557,0.768,-0.326,.,0.117,-0.789,-6.36*,.
RORA act,-1.3,10.3,-13.0,-1.7,-8.8,-1.1,25.2,-1.3

49: CS(=O)(=O)N(CC(=O)NCCSc1ccccc1)c1ccc2c(c1)OCO2
50: O=C(C1CCC(CNc2c(N3CCCCC3)c(=O)c2=O)CC1)N1CCc2ccccc2C1 (configuration not stated)
51: COC(=O)c1ccc(N2C(=O)CC(NCc3ccccc3)C2=O)cc1 (configuration not stated)
52: COC(=O)Nc1c(C)nn(Cc2ccccc2C)c1C
53: Cc1cc(=O)n2nc(N3CCCC3C(=O)NCc3ccccn3)sc2n1 (configuration not stated)
54: O=C(Nc1ccc(N2CCOCC2)cc1)c1cc2ccccc2o1
55: CCCc1n[nH]c2c1/C(=N/O)CC(c1ccccc1)C2 (configuration not stated)
56: Cc1csc(NC(=O)c2ccoc2C)n1
57: CN(C1CCS(=O)(=O)C1)S(=O)(=O)c1ccc(C2CCCCC2)cc1 (configuration not stated)
58: CCOc1ccc(N(CC(=O)NCc2ccccc2OC)S(C)(=O)=O)cc1
entry no.,49,50,51,52,53,54,55,56,57,58
TNAP act mid DEA,1,0.9,0.9,0.9,1,0.8,1,0.9,0.9,0.9
Hsp90 block,1.2,-2.3,1.6,-0.3,-1.2,-3.3,0.2,-8.3,-1.3,-1.9
DUSP1 inh,5.4,-14.9,5.6,6.1,-4.3,-22.8,7.2,-2.8,9.7,22.1
FXIIa inh mix,8.8,9.0,4.0,3.5,-3.5,-7.9,6.5,3.7,6.5,5.8
Her2 expr inh,85.8,101.6,115.5,86.9,109.4,109.2,99.8,64.2,65.6,86.9
SF1 activator,2.1,11.8,15.6,3.2,5.9,47.4,11.9,56.1*,-6.3,10.0
Cdc25B inh,-8.0,2.9,1.7,-0.1,-4.6,-3.9,4.5,5.4,-5.1,1.2
D1 allo mod,-0.00105,-0.183,0.162,0.0208,0.306,-0.454,-0.061,-0.65,-0.998,1.03
RORA act,17.8,32.1,-19.9,-7.3,10.0,74.3*,15.6,37.5,2.0,22.6

From PubChem
